Source: PubChem
SRC2 inh: inhibits human steroid receptor coactivator 2 | Q15596 | HEK293 GAL4-SRC2 luciferase reporter, luminescence | inhibition, % at 9 µM | 370,000 tested, 0.17% active | AID 651957;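 active means inhibition above the mean inhibition of all tested compounds plus 3 SD, set per campaign, cut at about 52% in these data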;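 further: 0% = DMSO treated cells and 100% = cells given Gossypol at 36 µM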
Target sequence (Q15596 whole entry, looked up, the tested form may be a part): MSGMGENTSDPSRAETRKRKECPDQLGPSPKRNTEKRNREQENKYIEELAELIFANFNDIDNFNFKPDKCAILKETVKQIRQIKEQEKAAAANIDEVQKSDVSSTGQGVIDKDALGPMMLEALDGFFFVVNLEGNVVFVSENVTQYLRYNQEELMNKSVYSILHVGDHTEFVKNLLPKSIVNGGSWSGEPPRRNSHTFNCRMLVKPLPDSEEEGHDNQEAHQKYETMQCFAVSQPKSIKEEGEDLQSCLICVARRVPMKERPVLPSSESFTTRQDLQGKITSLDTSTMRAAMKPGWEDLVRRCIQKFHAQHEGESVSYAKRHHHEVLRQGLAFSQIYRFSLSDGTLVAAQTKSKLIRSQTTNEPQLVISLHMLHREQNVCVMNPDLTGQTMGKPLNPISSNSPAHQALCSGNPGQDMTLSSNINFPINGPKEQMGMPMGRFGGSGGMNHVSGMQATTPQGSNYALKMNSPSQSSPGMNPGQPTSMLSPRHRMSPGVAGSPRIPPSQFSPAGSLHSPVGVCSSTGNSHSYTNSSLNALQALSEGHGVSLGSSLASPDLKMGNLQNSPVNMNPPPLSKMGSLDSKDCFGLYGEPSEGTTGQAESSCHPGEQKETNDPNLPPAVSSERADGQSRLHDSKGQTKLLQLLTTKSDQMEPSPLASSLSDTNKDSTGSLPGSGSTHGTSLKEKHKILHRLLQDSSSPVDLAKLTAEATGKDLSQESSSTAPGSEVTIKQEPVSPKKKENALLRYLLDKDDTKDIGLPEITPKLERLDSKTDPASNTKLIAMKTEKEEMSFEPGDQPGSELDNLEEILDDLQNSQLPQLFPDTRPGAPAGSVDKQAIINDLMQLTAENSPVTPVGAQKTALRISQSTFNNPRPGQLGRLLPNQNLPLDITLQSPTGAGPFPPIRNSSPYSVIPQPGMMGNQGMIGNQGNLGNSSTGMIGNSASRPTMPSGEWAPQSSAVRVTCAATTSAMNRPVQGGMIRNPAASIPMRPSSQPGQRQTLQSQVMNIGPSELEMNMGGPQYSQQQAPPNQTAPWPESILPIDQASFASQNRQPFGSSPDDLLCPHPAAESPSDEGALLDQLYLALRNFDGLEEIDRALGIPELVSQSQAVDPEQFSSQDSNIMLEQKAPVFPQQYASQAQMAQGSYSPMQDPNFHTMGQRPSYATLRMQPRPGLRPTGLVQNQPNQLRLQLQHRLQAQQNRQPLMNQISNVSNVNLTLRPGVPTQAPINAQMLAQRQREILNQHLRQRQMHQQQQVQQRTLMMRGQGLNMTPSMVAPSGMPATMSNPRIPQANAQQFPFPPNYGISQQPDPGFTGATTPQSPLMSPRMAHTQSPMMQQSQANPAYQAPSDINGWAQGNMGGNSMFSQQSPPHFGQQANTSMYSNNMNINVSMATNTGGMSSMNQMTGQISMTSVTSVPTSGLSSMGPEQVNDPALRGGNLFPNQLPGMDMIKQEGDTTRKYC
COUP-TFII inh: NR2F2 (human) inhibition, primary screen; HEK293T NGFI-A luciferase reporter, luminescence; AID 686940; 370,000 tested, 0.7% active; P24468; inhibition, % at 8.6 µM;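 active means inhibition above a per-plate cutoff, mean inhibition of test wells between control levels plus 3 SD, cut at about 38% in these data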;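 further: cells cotransfected with COUP-TFII expression vector driving the NGFI-A reporter; 0% = median of COUP-TF2 test wells and 100% = reporter-only cells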
* hit, by the source's call. The list is partial; the hit share may differ from the screen's.

Structure | SRC2 inh | COUP-TFII inh
O=C(c1ccccc1)N1CC[C@H]2[C@H](CCCN2Cc2ccccc2)C1 | 11 | -3
COC(=O)c1cc2c(c3c4ccccc4n(S(=O)(=O)c4cccc(C)c4)c13)C(=O)N(Cc1ccccc1OC)C2 | -21 | 10
O=C(c1cccs1)n1nc(-c2ccco2)nc1SCc1ccccc1 | -10 | -9
C[C@@H]1CCCCO[C@@H](CN(C)C(=O)CCC(F)(F)F)[C@@H](C)CN([C@H](C)CO)C(=O)c2cc(NS(=O)(=O)c3cccs3)ccc2O1 | -7 | 10
CC(C)C[C@H]1COc2cccc(F)c2S(=O)(=O)N1Cc1cn(Cc2ccco2)nn1 | 8 | -14
COC(=O)[C@]12C[C@H](CC(=O)N3CCN(C(=O)c4ccco4)CC3)C(=O)N(Cc3ccccc3)C1=C[C@H](COCc1ccccc1)O[C@@H]2C | -9 | 10
COc1ccc(-c2cc(-c3nnc(SCC(=O)Nc4nccs4)n3N)[nH]n2)cc1 | -33 | -26
Nn1c(SCc2ccc(Br)cc2)nnc1-c1n[nH]c2c1CCC2 | -9 | -1
CCCC[C@@H](CCCc1ccc(F)cc1)CCC(=O)N(c1ccccc1)c1ccccc1 | 1 | -12
COC(=O)C1=C(COc2ccccc2)NC(=O)NC1c1ccc(Cl)cc1 (stereo unspecified) | 26 | -16
COc1cccc(NC(=O)N(C)C[C@H]2OCc3ccccc3-c3c(n(C)c4ccccc34)C(=O)N([C@H](C)CO)C[C@H]2C)c1 | 14 | -10
O=C(NCC1COc2ccccc2O1)c1ccc(NC(=O)c2cccc(F)c2F)cc1 (stereo unspecified) | 8 | -4
COCCCNC(=O)C[C@H]1C[C@@]2(C(=O)OC)C(=C[C@H](C(C)C)O[C@@H]2C2CC2)N(Cc2ccco2)C1=O | 13 | -3
CCOC(=O)c1csc(NC(=O)C2CCCN(S(=O)(=O)c3ccc(C)cc3)C2)n1 (stereo unspecified) | -5 | 25
O=S1(=O)c2ccc(Br)cc2OC[C@H](c2ccccc2)N1Cc1ccccc1 | 9 | -12
Cc1cc(C)cc(NC(=O)N2CCC(N(C)CCC(C)C)CC2)c1 | -2 | 1
O=c1c2ccccc2n(Cc2ccco2)n1[C@@H](Cc1ccccc1)Cn1cc(-c2ccc(-c3ccccc3)cc2)nn1 | -7 | -13
O=C(CN1C(=O)CCSc2ccccc21)Nc1ccc(Cl)c(Cl)c1 | -7 | 28
CCCCOc1ccc(C(=O)NC2CCCCN(C(C)C)C2=O)cc1 (stereo unspecified) | 3 | 13
COC(=O)[C@]12C[C@H](CC(=O)N3CCN(C(=O)c4ccco4)CC3)C(=O)N(Cc3ccc(Cl)cc3Cl)C1=C[C@H](C(C)(C)C)O[C@@H]2C | 3 | 15
COc1cc(C=Nn2c(-c3cc(C)[nH]n3)n[nH]c2=S)cc(Br)c1O | -19 | -4
O=C(C(=O)N1CCN(C(=O)c2ccccc2C(F)(F)F)CC1)c1cccc(C(F)(F)F)c1 | -27 | -6
C[C@@H]1CCCN1c1ccc2c(c1)OCCCN(C1CC1)S2(=O)=O | 0 | 0
CCOC(=O)CCCNC(=O)OC1CC2CC1[C@H]1CCCCN1[C@H]2C (stereo partly specified) | -9 | -30
COC(=O)C[C@H]1CC[C@@H]2[C@@H](COc3ccc(NC(=O)Nc4ccccc4OC)cc3C(=O)N2C)O1 | 13 | 18
COc1nc(OC)nc(N2CCC(C(=O)NCc3cccc(OC)c3OC)CC2)n1 | 13 | -28
CCC(=O)Nc1ccc2c(c1)C(=O)N(C)[C@@H]1CC[C@@H](CC(=O)OC)O[C@H]1CO2 | 1 | -13
COc1ccc(S[C@]2(C(=O)NCc3ccccc3)CC(=O)N[C@@H]2c2ccc(OC)cc2)cc1 | -3 | -4
CCCCCCCCN1C(=O)[C@@H](CC(=O)NCc2cccc(C(F)(F)F)c2)C[C@@]2(C(=O)OC)C1=C[C@H](COCc1ccccc1)O[C@@H]2C | -15 | -28
COc1ccc(CN2C(=O)CSCCC2(C)c2nnnn2-c2c(C)cccc2C)cc1 (stereo unspecified) | -23 | -10
Cc1cc(NN=Cc2ccccn2)nc2c(C)cccc12 | -54 | 6
O=C(Cn1cnc2ccccc2c1=O)N1CCN(C(=O)C2CCCO2)CC1 (stereo unspecified) | -14 | -9

Compound profiles (already shown).
COc1ccc(CN2C(=O)CSCCC2(C)c2nnnn2-c2c(C)cccc2C)cc1 (stereo unspecified) as listed: SRC2 inh: -23; COUP-TFII inh: -10
COC(=O)C[C@H]1CC[C@@H]2[C@@H](COc3ccc(NC(=O)Nc4ccccc4OC)cc3C(=O)N2C)O1 as listed: SRC2 inh: 13; COUP-TFII inh: 18

The listing continues:
Structure | SRC2 inh | COUP-TFII inh
COc1ccc(C2CC(=O)C(c3cccc(OC)c3)=CN2Cc2ccccc2)cc1 (stereo unspecified) | 11 | 15
Nn1c(SCC(=O)N2CCOCC2)nnc1-c1cc(-c2ccc(Cl)cc2)n[nH]1 | 0 | 9
COC(=O)[C@]12C[C@H](CC(=O)N3CCN(C(=O)c4ccco4)CC3)C(=O)N(Cc3cccc4ccccc34)C1=C[C@H](COCc1ccccc1)O[C@@H]2C | 17 | -7
O=C(N/N=C/c1cc(Br)cc(Br)c1O)c1ccncc1 | 14 | -17
CC(c1ccco1)N(C(=O)c1ccc(Cl)s1)c1ccccn1 (stereo unspecified) | 9 | -6
COc1cccc(C(=O)NCC2CCN(C(=O)C(=O)c3cc4ccccc4o3)CC2)c1 | 18 | -2
C=CCN1[C@H](C)COc2cc(F)ccc2S1(=O)=O | -6 | -5
COC(=O)CCC(=O)N1C2=NC3=C(C(=O)N(Cc4ccc5c(c4)OCO5)C3=O)C3N(C)c4ccccc4[C@]23C[C@H]1CO (stereo partly specified) | -5 | 4
O=C(c1cc(Br)cc(Br)c1)N1CCC(Oc2cccnc2)CC1 | -10 | 10
CC(C)CNC(=O)NC(=O)COC(=O)c1cc([N+](=O)[O-])ccc1NCc1ccccc1Cl | 9 | 11
Cc1cccc(C)c1[N+](=O)[O-] | 13 | -2
Cc1occc1-c1nnc(SCC(=O)NCc2ccc(Cl)cc2)n1-c1ccccc1 | -14 | -20
CCCCCCCCN1C(=O)[C@@H](CC(=O)N2CCOCC2)C[C@@]2(C(=O)OC)C1=C[C@H](C(C)C)O[C@@H]2C1CC1 | 10 | -5
Cc1cc(N2CCN(C(=O)OC(C)(C)C)C[C@@H]2C)ccc1N1C[C@@H](C)O[C@@H](C)C1 | 0 | 2
CC(=O)c1cc(-c2ccc3[nH]ccc3c2)c(=O)n2c1CCC2 | -6 | -17
COc1ccc(CC(=O)N(Cc2ccccc2)c2ccccc2C(=O)Nc2cc(OC)ccc2OC)cc1 | -2 | -11
CCCC[C@@H]1C(=O)N2N=Cc3cc4ccccc4cc3[C@H]2N2N=Cc3cc4ccccc4cc3[C@@H]12 | -1 | -2
O=C(O)CCCCN1C(=O)C=CC1=O | -17 | -2
C#CCN(C)S(=O)(=O)c1ccc(N2CCCC2)cc1Br | 18 | -8
O=C(CNc1n[nH]c(=O)[nH]c1=O)N/N=C/c1ccccc1 | -32 | 13
N#Cc1c(-c2ccncc2)c2c([nH]c1=O)-c1ccccc1OC2 | -24 | 28
CN(CCOC(=O)c1cc2ccccc2o1)C1CN(Cc2cn(Cc3ccc([N+](=O)[O-])cc3)nn2)S(=O)(=O)C1 (stereo unspecified) | -6 | 10
CN[C@H]1C[C@H]2c3[nH]c4c(-c5cccc(C)c5)cccc4c3CCN2C(=O)[C@H]1[C@H](C)O | -18 | -10
COc1ccc(C=Nn2c(-c3ccc(F)cc3)n[nH]c2=S)c(OC)c1OC | 19 | -16
O=C(CN1C2=NCCN2c2ccccc21)N1CCOCC1 | -14 | 6
C[C@@H]1CN(c2ccc(N3CCN(C(=O)OC(C)(C)C)C[C@H]3C)cc2C#N)C[C@H](C)O1 | 6 | 35
c1ccc(-c2c[nH]c3ccc(OCCN4CCOCC4)c(-c4ccccc4)c23)cc1 | 10 | -4
O=C(OC12CCCN(C1)/C(=C/c1cccnc1)C2)c1cccc(F)c1 (stereo unspecified) | 20 | 33
CCCCCCCCN1C(=O)[C@@H](CC(=O)NCCCCc2ccccc2)C[C@@]2(C(=O)OC)C1=C[C@H](C(C)(C)C)O[C@@H]2C | -22 | -3
COC(=O)[C@]12C[C@H](CC(=O)NCc3cccs3)C(=O)N(Cc3ccc(Cl)cc3Cl)C1=C[C@H](C1CCCC1)O[C@@H]2C | 6 | 13
CC(C)c1[nH]nc2c1C(c1ccc3c(c1)OCO3)NC2=O (stereo unspecified) | -20 | -6
c1ccc(-c2ccc(-c3ccccn3)nn2)nc1 | 0 | -8
Cc1ccc(NC(=O)c2cccc(S(=O)(=O)Nc3c(C)n(C)n(-c4ccccc4)c3=O)c2)cc1C | 18 | 1
CCc1cc2c(nc1CC)CCCN2S(=O)(=O)c1cccs1 | -7 | 15
O=C(C1CC1)N1CCc2cc(Br)c(S(=O)(=O)NCCCN3CCCCC3)cc21 | -23 | -2
COc1ccc(Cn2c(C)cc(O)cc2=O)cc1 | 7 | 9
Cc1ccc2cccc(OCC(=O)c3cc(C)n(Cc4ccco4)c3C)c2n1 | -15 | 0
O=C(OCCN1CCN(C2CN(Cc3cn(Cc4ccccc4C(F)(F)F)nn3)S(=O)(=O)C2)CC1)c1cc2ccccc2o1 (stereo unspecified) | 0 | 13
CC1CCCC(C)N1C(=O)c1ccccc1 (stereo unspecified) | 3 | -15
O=C(NCc1cccs1)C1CCN(S(=O)(=O)c2cccc3ccccc23)CC1 | 22 | -18
CC(C)C(=O)N1CC[C@H]2[C@H](CCCN2Cc2ccccc2)C1 | -6 | 3
CCCCCCCCN1C(=O)[C@@H](CC(=O)N2CCC(c3ccccc3)CC2)C[C@@]2(C(=O)OC)C1=C[C@H](COCc1ccccc1)O[C@@H]2C | 16 | -7
COc1ccc(C2c3c(oc4ccccc4c3=O)C(=O)N2Cc2ccncc2)cc1OC (stereo unspecified) | -15 | -4
Cc1cc(=O)[nH]c(SCC(=O)Nc2ccc(F)c(F)c2)n1 | -4 | 1
O=[N+]([O-])c1ccc(S(=O)(=O)Nc2ccc(-c3csc(-c4ccccc4)n3)cc2)cc1 | -11 | -21
COC(=O)C1=C(C)N(Cc2ccccc2C(F)(F)F)C(=NCc2ccccc2)NC1c1cccc(C(F)(F)F)c1 (stereo unspecified) | -11 | -12
CCOC(=O)CNC(=O)CSc1nc2ccccc2c(=O)n1-c1ccc(Cl)cc1 | -24 | 0
COc1ccc(CN2CN3Cc4cc(OC)ccc4C3CS2(=O)=O)cc1 (stereo unspecified) | 6 | 0
C=CCn1c(SCC(=O)c2ccc(F)cc2)nnc1-c1ccc(F)cc1 | -7 | -2
COc1ccc(S[C@]2(C(=O)N3CCOCC3)CC(=O)N(C(=O)C3CC3)[C@@H]2c2ccc(OC)cc2)cc1 | 18 | 8
CC(C)(C)OC(=O)NCc1cc(F)ccc1/C=C/S(=O)(=O)NCc1ccccc1 | -15 | -67
CCCCCCCCN1C(=O)[C@@H](CC(=O)N2CCN(C(=O)C3CC3)CC2)C[C@@]2(C(=O)OC)C1=C[C@H](C(C)C)O[C@@H]2C1CC1 | 26 | 15
CN1C(=O)C[C@@](C#N)(C(=O)NCc2ccccc2)[C@H]1c1ccccc1 | -19 | -2
COC(=O)[C@@]1(Cc2ccc(F)cc2)[C@H]2c3cc(C(=O)N(C)C)n(CCSCCO)c3C[C@H]2CN1C(=O)c1ccccc1 | 6 | 6
c1ccc(-c2ccc3c(n2)CCCN3Cc2ccccn2)cc1 | -32 | -40
CC(=O)C1(C(=O)NC2CCCC2)CC(c2ccccc2C(F)(F)F)=NO1 (stereo unspecified) | 9 | -10

Arranged by SMILES length (descending): five of the compounds above.
Structure | SRC2 inh | COUP-TFII inh
O=[N+]([O-])c1ccc(S(=O)(=O)Nc2ccc(-c3csc(-c4ccccc4)n3)cc2)cc1 | -11 | -21
c1ccc(-c2c[nH]c3ccc(OCCN4CCOCC4)c(-c4ccccc4)c23)cc1 | 10 | -4
CCOC(=O)CCCNC(=O)OC1CC2CC1[C@H]1CCCCN1[C@H]2C (stereo partly specified) | -9 | -30
O=C(CNc1n[nH]c(=O)[nH]c1=O)N/N=C/c1ccccc1 | -32 | 13
CCc1cc2c(nc1CC)CCCN2S(=O)(=O)c1cccs1 | -7 | 15

Continuation:
Structure | SRC2 inh | COUP-TFII inh
COCCCNC(=O)Cn1nc(Cc2ccncc2)c2ccccc2c1=O | 7 | -20
O=C(CCc1ccccc1)N[C@H]1[C@H](OCc2ccccc2)CCC[C@@]12C(=O)N(Cc1ccccc1)c1ccc(-c3ccsc3)cc12 | -9 | 6
OC(c1ccccc1)(c1ccccc1)C1CCN(CCCNc2ccc(C(F)(F)F)cc2)CC1 | 2 | 4
NC(=O)C1(N2CCCCC2)CCN(C(=O)Nc2ccccc2C(F)(F)F)CC1 | -8 | 4
O=C(CN1CCc2onc(-c3ccc(-n4cc(COc5ccc([N+](=O)[O-])cc5)nn4)cc3)c2C1=O)N1CCOCC1 | -3 | -10
O=C(CCc1nc(-c2ccccc2F)no1)NCCc1ccccc1F | -3 | -14
COC(=O)[C@]12C[C@H](CC(=O)NCCCCc3ccccc3)C(=O)N(Cc3ccccc3)C1=C[C@H](C(C)(C)C)O[C@@H]2C | 0 | 3
COc1ccnc(CS(=O)c2nc3ccc(OC(F)F)cc3[nH]2)c1OC (stereo unspecified) | 11 | -6
